Compound activity from PubChem BioAssay.
Pol III holo inh = blocks replication by bacterial DNA polymerase III holoenzyme; reconstituted DNA polymerase III holoenzyme replication, biochemical; Potency, µM (doses to about 57.1 µM), for inactives: at the highest dose activity change, negative = inhibition; actives 0.25% (n = 71,000); further: potency means the concentration at half of the fitted maximal effect; on the % scale 0 is the no-effect control and ±100 the full control effect
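Reconstituted *E. coli* holoenzyme (0.35 nM Pol III, 1 nM beta, 154 nM SSB, 2 nM primase) was preincubated with compound for 15 min at RT. Synthesis on 1.4 nM ssM13Gori ran 35 min, then was stopped with PicoGreen/EDTA and read as dsDNA fluorescence.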
BRCT inh green = inhibitors of human BRCA1 BRCT-phosphoprotein interaction (green fluorophore); BRCA1 BRCT-phosphopeptide binding, green fluorescence polarization; Potency, µM (titrated, usually from 76.9 µM), inactives show at the highest dose activity change, negative = inhibition, hits mostly inhibitors; actives 0.05% (n = 75,000); P38398;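 further: potency means the concentration at half of the fitted maximal effect; plate controls were peptide without protein for full effect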
Target sequence (P38398 whole entry, looked up): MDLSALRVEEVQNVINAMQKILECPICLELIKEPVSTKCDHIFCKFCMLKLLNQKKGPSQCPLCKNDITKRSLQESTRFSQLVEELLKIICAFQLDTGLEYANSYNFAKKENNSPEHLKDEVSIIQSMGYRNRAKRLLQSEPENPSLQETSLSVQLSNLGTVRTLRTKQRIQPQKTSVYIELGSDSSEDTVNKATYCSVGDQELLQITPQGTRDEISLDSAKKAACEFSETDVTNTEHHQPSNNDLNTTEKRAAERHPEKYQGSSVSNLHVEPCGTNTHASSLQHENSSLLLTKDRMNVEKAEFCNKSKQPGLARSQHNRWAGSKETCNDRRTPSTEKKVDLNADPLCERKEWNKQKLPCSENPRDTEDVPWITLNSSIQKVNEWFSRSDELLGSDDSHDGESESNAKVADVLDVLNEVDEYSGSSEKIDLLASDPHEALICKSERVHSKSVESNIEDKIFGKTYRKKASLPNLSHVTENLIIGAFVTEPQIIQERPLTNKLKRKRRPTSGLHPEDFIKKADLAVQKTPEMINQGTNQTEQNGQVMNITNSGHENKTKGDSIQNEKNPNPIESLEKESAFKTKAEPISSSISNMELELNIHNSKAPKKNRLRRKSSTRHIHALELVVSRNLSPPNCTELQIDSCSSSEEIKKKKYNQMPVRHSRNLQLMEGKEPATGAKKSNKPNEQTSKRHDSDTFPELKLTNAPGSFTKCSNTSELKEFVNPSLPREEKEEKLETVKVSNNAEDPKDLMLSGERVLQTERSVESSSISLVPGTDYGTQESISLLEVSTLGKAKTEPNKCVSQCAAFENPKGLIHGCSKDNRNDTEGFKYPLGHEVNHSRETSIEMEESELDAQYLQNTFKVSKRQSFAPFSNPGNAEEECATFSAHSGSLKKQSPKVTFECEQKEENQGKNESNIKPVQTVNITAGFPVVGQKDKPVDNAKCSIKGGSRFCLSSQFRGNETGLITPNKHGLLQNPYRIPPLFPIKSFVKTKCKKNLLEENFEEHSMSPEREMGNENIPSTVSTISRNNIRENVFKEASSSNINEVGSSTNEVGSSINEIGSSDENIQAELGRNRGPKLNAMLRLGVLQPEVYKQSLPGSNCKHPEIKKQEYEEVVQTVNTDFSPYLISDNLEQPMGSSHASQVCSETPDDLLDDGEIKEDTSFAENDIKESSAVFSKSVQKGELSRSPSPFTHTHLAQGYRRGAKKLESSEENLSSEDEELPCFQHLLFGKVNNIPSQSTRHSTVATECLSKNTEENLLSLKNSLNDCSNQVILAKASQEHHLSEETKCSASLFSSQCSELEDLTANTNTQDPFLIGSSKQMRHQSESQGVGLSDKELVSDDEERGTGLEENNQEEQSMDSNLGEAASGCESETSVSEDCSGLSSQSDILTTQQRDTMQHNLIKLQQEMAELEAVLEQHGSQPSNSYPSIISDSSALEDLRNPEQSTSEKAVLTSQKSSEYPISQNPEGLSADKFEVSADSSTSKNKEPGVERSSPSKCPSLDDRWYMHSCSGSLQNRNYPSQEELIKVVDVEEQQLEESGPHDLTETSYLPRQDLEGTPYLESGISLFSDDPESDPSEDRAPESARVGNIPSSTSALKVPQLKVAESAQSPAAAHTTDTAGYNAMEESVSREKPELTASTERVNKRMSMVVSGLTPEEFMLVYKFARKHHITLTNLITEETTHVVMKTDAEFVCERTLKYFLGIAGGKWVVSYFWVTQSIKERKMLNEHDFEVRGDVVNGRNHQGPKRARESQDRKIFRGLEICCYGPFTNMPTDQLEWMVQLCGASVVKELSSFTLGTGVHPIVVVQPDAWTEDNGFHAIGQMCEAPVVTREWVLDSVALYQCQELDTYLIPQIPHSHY
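Compounds were incubated for 12 min at room temperature with a complex of 100 nM fluorescein-tagged pBACH1 decapeptide and 250 nM His-tagged BRCT protein. Buffer was phosphate pH 7.3 with EDTA, DTT and Tween 20. Disruption of binding lowers the polarization signal.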
USP2a inh = blocks human ubiquitin-specific protease USP2a; USP2a enzymatic assay, qHTS inhibition; actives 0.1% (n = 60,000); AID 927; Potency, µM (titrated, usually from 38.3 µM), inactives show top-dose activity change, negative = inhibition, actives largely listed as inhibitors;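 further: potency means the concentration at half of the fitted maximal effect; nearly all actives have a fitted effect of over 60% in size; plate controls were DMSO for no effect and NEM full inhibition control for full effect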
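20 nM USP2 core + cpd, 30 min RT; add 20 nM Ub-PLA2/20 uM NBD C6-HPC; read Ex460/Em535 at 0 h and 2.5 h. Normalized to NEM; qHTS curve fit/classification.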
Hsp90 Hop PPI = changes Hsp90-Hop TPR2A binding signal, up or down; Potency, µM (top dose mostly 57 µM), for inactives: at the top dose activity change, negative = inhibition; AlphaScreen TPR2A-His6 binding biotin-Hsp90 C-terminal peptide; AID 595; actives 0.44% (n = 71,000); active means well fitted curve in either direction with a large enough effect; inconclusive means small, poorly fitted or top-dose-only effect, or another doubt; further: potency means the concentration at half of the fitted maximal effect; on the % scale 0 is the no-effect control and ±100 the full control effect; many of its hits are not listed in these tables
Ub-GFP proteasome = inhibits proteasome, raising ubiquitin-GFP reporter fluorescence; Ubiquitin-GFP reporter cells, proteasome inhibition, GFP fluorescence; response scale: untreated = 0%, 10 µM MG-132 = 100%; Potency, µM (highest dose often 45.9 µM), for the others: at the top dose activation (GFP accumulation), most hits filed as activators; 67,000 tested, under 10 active; AID 526; active means well fitted activation curve with a large enough effect, not every such curve was filed as active; inconclusive means small, poorly fitted or top-dose-only effect, or another doubt; inactive means no such curve, though single readings can be large or run the other way; further: potency means the concentration at half of the fitted maximal effect
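Proteasome block read as GFP accumulation: ubiquitin(G76V)-GFP U2OS cells exposed to compound (2.9 nM–46 uM) for 4 hr at 37 C. Normalization used untreated cells as 0% and 10 uM MG-132 as 100%; concentration-response curves fitted.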
Epigenetic mod = derepresses silenced GFP locus in mouse C127i cells | mouse C127i GFP locus derepression, cytometry, 30 h | Potency, µM (titrated, usually from 46.1 µM), for inactives: at the highest dose GFP derepression (activation) | actives 0.09% (n = 68,000) | AID 597; further: % of control where 0% means no effect
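Derepression screen: silenced CMV-GFP reporter in murine C127i cells, 30 h compound incubation at 37 C, washed cells imaged by laser-scanning cytometer to enumerate GFP-expressing objects of 20 to 120 um.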
HBB splicing = modulators of hemoglobin beta chain splicing; Potency, µM (doses to about 46.1 µM), inactives show at the highest dose activation, hits mostly activators; actives 0.06% (n = 65,000); HBB splicing reporter cell assay, activation; EGFP reporter with mutant IVS2-654 intron; response scale: normalised to 500 nM splice-correcting PNA; further: potency means the concentration at half of the fitted maximal effect; 0% is about no effect
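Compounds were applied for 2 days to HeLa EGFP-654 cells, 500/well in Optimem with 2% FCS. The reporter's EGFP is disrupted by mis-splicing of beta-globin intron IVS2-654. Readout: summed well GFP fluorescence from 488 nm laser scanning; reference was 500 nM antisense […] 654 PNA.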
15-hLO inh = 15-hLO (ALOX15) enzyme inhibition; P16050; purified 15hLO-1, xylenol orange hydroperoxide absorbance; Potency, µM (top dose mostly 57.1 µM), inactives show at the highest dose activity change, negative = inhibition, hits mostly inhibitors; actives 1.4% (n = 74,000); further: potency means the concentration at half of the fitted maximal effect; on the % scale 0 is the no-effect control and ±100 the full control effect; nearly all actives have a fitted effect of over 55% in size
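Readout: Fe(III)-xylenol orange absorbance, 573-to-405 nm ratio as reaction progress. Enzyme 40 nM purified human 15hLO-1, substrate 50 uM arachidonic acid, 6 min RT after 15 min compound preincubation; Hepes pH 7.5 buffer with Triton X-100.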
HADH2 inhib = blocks human hydroxyacyl-CoA dehydrogenase type II; Q99714; recombinant HADH2, NADH fluorescence, beta-hydroxybutyryl-CoA; Potency, µM (top dose mostly 57.1 µM), for inactives: at the top dose activity change, negative = inhibition, most hits filed as inhibitors; actives 3.4% (n = 73,000); AID 886; further: potency means the concentration at half of the fitted maximal effect; on the % scale 0 is the no-effect control and ±100 the full control effect; nearly all actives have a fitted effect of over 60% in size; many of its hits are not listed in these tables
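E. coli-expressed His-tagged HADH2 tested at 20 nM in alkaline Tris buffer (pH 9.0); oxidation of 90 uM beta-hydroxybutyryl-CoA with 1 mM NAD+ tracked fluorimetrically for 4 min.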
CRE Fsk mod = modulators of forskolin-stimulated CRE signaling in CHO cells; AID 662; actives 2.5% (n = 71,000); Potency, µM (highest dose often 38.2 µM), for the others: top-dose activity change, negative = inhibition, most hits filed as activators; CHO CRE-bla reporter (cAMP response element driving beta-lactamase), forskolin EC10, beta-lactamase ratio; active means well fitted activation curve with a large enough effect in the signal ratio, with a control signal flat, not every such curve was filed as active; inconclusive means small, poorly fitted or top-dose-only effect, or effect the other way, or a change in a side signal; the % refers to the signal ratio; further: potency means the concentration at half of the fitted maximal effect; % of control where 0% means no effect
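Titrated compounds plus EC10 NKH 477 on CHO CRE-bla cells, 3 h, 37 °C. CCF4, 2 h RT. Ratio 460/530 nm → AC50.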
BRCT inh red = disrupts BRCA1 BRCT binding to phosphoprotein, red fluorophore readout; P38398; Potency, µM (doses to about 76.9 µM), for inactives: top-dose activity change, negative = inhibition, most hits filed as inhibitors; BRCT-phosphopeptide binding, red fluorescence polarization; actives 0.03% (n = 75,000); AID 892; further: on the % scale 0 is the no-effect control and ±100 the full control effect
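Fluorescence polarization: 100 nM His-tagged BRCA1 BRCT with 100 nM TAMRA-labelled phospho-BACH1 decapeptide, phosphate buffer pH 7.3 with 150 mM NaCl, DTT, 0.01% Tween 20; 12 min RT. Binding inhibition seen as FP decrease.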
* hit, by the source's call; u = inconclusive; x = not tested or not shown; & = joins results of further samples; [ ] = another dose, or the depositor's remark. Unless noted, the call rests on the fitted dose curve; in most records, active means well fitted curve in the direction sought with a large enough effect; inconclusive means small, poorly fitted or top-dose-only effect, or another doubt; inactive means no such curve, though single readings can be large; an effect the other way counts as inactive or inconclusive. An excerpt; count on the stated rates, not on these rows.

SMILES | Pol III holo inh | BRCT inh green | USP2a inh | Hsp90 Hop PPI | Ub-GFP proteasome | Epigenetic mod | HBB splicing | 15-hLO inh | HADH2 inhib | CRE Fsk mod | BRCT inh red
O=C(Nc1ccc(CN2CCCCC2)cc1)c1ccc(Br)o1 | -1% | -2.4% | -2% | -5% | 1% | 2% | -0.6% | 18% | 6% | -6% | -0.2%
Cc1cc(C)c(S(=O)(=O)N(CC(=O)N2CCOCC2)C2CCCCC2)c(C)c1 | -8% | -0.1% | -1% | -2% | -1% | 2% | 0.0% | -12% | u | 2% | 1.2%
Cc1cccn2c(=O)c3cc(C#N)c(=O)n(CCCN4CCOCC4)c3nc12 | -5% | -1.8% | 15% | -11% | 3% | 0% | -3.5%[57.5 µM] | -12% | 32µM* | 10µM* | -0.4%
CCCCOc1ccc(C(=O)CCN2CCCCC2)cc1 | -1%[25.6 µM] | 1.2%[3.08 µM] | 0% | -2%[26 µM] | 0%[20.5 µM] | 6%&1%[20.6 µM] | 1.3%[20.6 µM] | -3% | 0%[25.6 µM] | -6%[17.1 µM] | -0.4%
CCOC(=O)c1[nH]c(CSc2nnc(-c3ccc(OC)cc3)o2)c(C(=O)OCC)c1C | 2% | 6.5% | -2% | -2% | -1% | -1% | 0.0%[57.5 µM] | -9% | 7% | 28% | 0.4%
COc1cccc2cc(C(C)N(CCCN3CCOCC3)C(=O)Nc3ccccc3)oc12 (configuration not stated) | -1% | -1.3% | 32%[activator] | 1% | -4% | 0% | 1.0% | -6% | 4% | -16% | 0.7%
CCCNc1nc2c(c(=O)[nH]c(=O)n2C)n1CCc1ccccc1 | -1% | 1.3% | x | -3% | 4% | x | 0.1% | 3% | 1% | u | 0.4%
CC(C)c1ccc(NC(=O)C2CC(=O)N=C(N)S2)cc1 (configuration not stated) | -2% | -2.2% | 4% | -5% | 14% | 2% | 0.1% | 25µM* | 14% | -1% | -0.6%
COc1ccc(-n2c(SC3CCOC3=O)nc3ccccc32)cc1 (configuration not stated) | 0% | 2.0% | 18% | -4% | -3% | 2% | -2.4% | -9% | 3% | u | 1.2%
Cc1ccc(-c2nnn(CC(=O)NCC3COCCO3)n2)o1 (configuration not stated) | 1% | -1.7% | 0% | -3% | 8% | -1% | -3.2% | 15% | 7% | u | -2.2%
COc1ccc2c(c1)Cc1sc(NC(C)=O)nc1-2 | 2% | 0.5% | 12% | -13% | 3% | 5% | -1.1% | -30% | u | 10% | 0.2%
C=C(C)COc1ccc(-c2n[nH]c(C)c2-c2ccccc2)c(O)c1 | -6% | -0.7% | u | 3% | -1% | 13% | -1.3%[57.5 µM] | u | -2% | u | -1.8%
CCOC(=O)c1cc2sc(C)cc2n1CC(=O)NCc1ccc(F)cc1 | -10% | -0.2% | 53%[activator] | -1% | 0% | 0% | x | 0% | 20% | 0% | -0.3%
CCN1C(=O)[C@H]2[C@H]3[C@H](O)[C@H](O)C/C(=N/O[C@@H]4O[C@H](COC(C)=O)[C@@H](OC(C)=O)[C@H](OC(C)=O)[C@H]4OC(C)=O)[C@@H]3CC[C@@H]2C1=O | x | -1.0%[15.4 µM] | x | x | x | x | 2.1%[9.22 µM] | 8%[11.4 µM] | -2%[11.4 µM] | x | -1.3%[15.4 µM]
CCN(CC)c1ccc(NC(=O)C2CC3CCC2C3)cc1 (configuration not stated) | -2% | 0.7% | 5% | -29% | 22% | -4% | -1.0% | -23% | -5% | 5% | -0.1%
c1ccc(CCNc2ccccn2)nc1 | -9%[11.4 µM] | 0.4%[15.4 µM] | x | -6%[11 µM] | -2%[9.17 µM] | 2%[9.22 µM] | 1.8%[9.22 µM] | 13%[11.4 µM] | 0%[11.4 µM] | -8%[7.6 µM] | -0.9%[15.4 µM]
COC(=O)c1ccccc1COn1c(=O)c(C)[n+]([O-])c2ccccc21 | -17% | 0.5% | 3% | 3% | -3% | -3% | 1.6% | 7% | 8% | -8% | -1.8%
CC(=O)SC[C@@H](Cc1ccccc1)C(=O)NCC(=O)OCc1ccccc1 | -8%[25.6 µM] | -2.2%[34.4 µM] | -1%[17.1 µM] | 1%[26 µM] | -2%[20.5 µM] | 0%[20.6 µM] | -1.8%[20.6 µM] | 10%[25.6 µM] | 1%[25.6 µM] | -11%[17.1 µM] | 0.3%[34.4 µM]
Cc1cc(C)n(-c2ccc(Cl)c(C(=O)O)n2)n1 | -6% | -1.0% | 3% | -7% | -2% | 1% | 0.5% | 29% | u | u | 1.3%
CC[C@@H](C)[C@H]1O[C@]2(CC[C@@H]1C)C[C@@H]1C[C@H](C/C=C(/C)[C@H](O[C@@H]3C[C@H](OC)[C@H](O[C@@H]4C[C@H](OC)[C@@H](O)[C@H](C)O4)[C@H](C)O3)[C@@H](C)/C=C\C=C3CO[C@@H]4[C@H](O)C(C)=C[C@@H](C(=O)O1)[C@]34O)O2 (tested in a mixture with another compound) | 0% | 0.1% | x | -12% | -6% | 1% | x | u | 9% | u | -1.7%
O=C(c1ccco1)N1CCN(S(=O)(=O)Cc2ccc(Cl)cc2)CC1 | 2% | -1.3% | 7% | 0% | 4% | -3% | -0.6% | 4% | 12% | -3% | -0.4%
Cc1ccsc1C=Nc1ccc(O)cc1 | -5% | -0.6% | 7% | -23% | -8% | u | -0.8%[9.22 µM] | u | 2.5µM* | u | -0.6%
Cc1ccc(CCP(=O)(O)CN2CCOCC2)cn1 | -11% | 0.1% | -6% | -1% | 19% | -2% | -0.6%[9.22 µM] | 2% | 1% | 2% | 0.3%
CCN(CC)S(=O)(=O)c1cccc(C(=O)N2CC(O)CC2C(=O)O)c1 (configuration not stated) | -9% | 0.5% | -1% | -6% | 0% | 0% | -1.5% | -3% | -6% | 2% | 0.0%
O=C(O)CSCC(=O)Nc1cc(C(F)(F)F)ccc1Cl | -6% | -0.4% | x | 59% | 2% | -3% | 0.4%[57.5 µM] | 3% | 4% | -3% | -0.6%
CCC(=O)N1CCc2cc(S(=O)(=O)Nc3ccc4c(c3)OCCO4)ccc21 | 1% | -2.0% | 15% | -1% | 6% | 0% | -1.2% | -1% | 3% | 20% | -1.8%
COc1cccc(Nc2ncc3nc(-c4ccccc4)c(=O)n(Cc4cccs4)c3n2)c1 | -4% | 0.7% | 240%[activator] | -2% | 0% | -2%[9.22 µM] | 7.1% | -10% | 2% | u | -2.4%
Cc1cc(OCC(=O)Nc2ccc(S(=O)(=O)N3CCN(C)CC3)cc2)cc(C)c1Cl | 9% | 1.4% | 41%[activator] | -6% | 3% | 6% | 1.5% | -19% | 10% | 2% | -1.8%
Cn1c(SCC(=O)Nc2ccccc2F)nnc1-c1cccnc1 | 3% | 0.1% | x | -3% | 2% | x | 1.0% | -1% | -3% | -4% | -2.1%
CCOc1ccc(OCC)c(NC(=O)CN2CCN(c3cccc(C)c3C)CC2)c1 | 6% | -0.3% | 5% | -1% | -7% | 0% | 0.2%[57.5 µM] | -12% | -16% | -14% | 0.4%
O=C(NC1C2CC3CC(C2)CC1C3)C1CC1 (configuration not stated) | 4% | 0.7% | 2% | 8% | 0% | 2% | -0.7% | 4% | 1% | 7% | -0.9%
CCn1cc(C(=O)N2CC=C(c3ccccc3)CC2)c(=O)c2ccc(C)nc21 | -4% | -0.2% | 31%[activator] | 4% | x | -2% | 0.8%[0.369 µM] | -4% | 6% | u | 0.1%
CCN(CC)CCN1C(=O)c2oc3ccccc3c(=O)c2C1c1cccc(Br)c1 (configuration not stated) | -3% | -2.2% | 39%[activator] | -7% | 0% | 4% | -1.1%[57.5 µM] | 3% | 6% | -14% | -0.7%
CCCCOc1ccc(NC(=O)CN2CCN(C(=O)OCC)CC2)cc1 | -3% | -0.6% | -6% | -7% | -3% | 0% | x | -1% | 0% | -3% | 1.1%
